# CCT chaperon mod: cytosolic chaperonin activity modulation; 360,000 compounds, 0.3% hits; AID 651819; activity change, % (no concentration beside the values), hits read low; purified chaperonin ATPase assay, HTRF ADP detection, 30 min; in the data active = activity change below about -30%; also: % is scaled to controls: 0 for no effect and ±100 for the full control effect
#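 We incubate TRiC, 40 or 20 nM final, with library compounds at 76 uM and 10 uM ATP for 30 min at 37 °C. ADP formed is detected with Transcreener HTRF reagents after 30 min at room temperature.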
# Nrf2 block: Nrf2 pathway inhibition. A549 ARE-Fluc reporter, luciferase luminescence, 18-24 h. Potency, µM (top dose mostly 46 µM), for the others: at the top dose activity change, negative = inhibition, hits mostly inhibitors. 360,000 compounds, 2.1% hits; also: potency is read from the fitted curve at half-maximal effect; % is scaled to controls: 0 for no effect and ±100 for the full control effect; nearly all actives have a fitted effect of over 60% in size
#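 Nrf2 activity is the BugLite luminescence, read 15 min after reagent at room temperature, following CellTiter-Fluor cytotoxicity readout (30 min, 37C). Compound titrations were applied for 18-24 h to 5000 A549 ARE_Fluc cells/well in 5% FBS OPTI-MEM.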
# Akt phos inh: blocks phosphorylation of Akt; activity change, % for hits at 50 µM; 360,000 compounds, 0.32% hits; Neuro2A IGF-stimulated pAkt S473 HTRF, 20 min; hits give low values; in the data active = activity change below about -80%; inconclusive = mostly about -51% to -80%; also: % is scaled to controls: 0 for no effect and ±100 for the full control effect
#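 Neuro2A cells in DMEM with 0.5% FBS, overnight at 37 deg C, given compound at single 50 µM final, then IGF (6 nM final) for 20 min at 37 deg C. Lysed; phospho-Akt Ser473 by HTRF after 24 h, 665/615 ratio.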
# EPAC2 antag: EPAC2 (human) antagonism; Q8WZA2; EPAC2 GEF exchange of Rap1B-BODIPY-GDP, fluorescence; Potency, µM (top dose mostly 114 µM), inactives show at the highest dose activity, negative = inhibition, hits mostly inhibitors; 360,000 compounds, 0.18% hits; AID 720708; also: potency is read from the fitted curve at half-maximal effect; % is scaled to controls: 0 for no effect and ±100 for the full control effect; nearly all actives have a fitted effect of over 45% in size; many of its hits are not listed in these tables
# Target sequence (Q8WZA2 whole entry, looked up): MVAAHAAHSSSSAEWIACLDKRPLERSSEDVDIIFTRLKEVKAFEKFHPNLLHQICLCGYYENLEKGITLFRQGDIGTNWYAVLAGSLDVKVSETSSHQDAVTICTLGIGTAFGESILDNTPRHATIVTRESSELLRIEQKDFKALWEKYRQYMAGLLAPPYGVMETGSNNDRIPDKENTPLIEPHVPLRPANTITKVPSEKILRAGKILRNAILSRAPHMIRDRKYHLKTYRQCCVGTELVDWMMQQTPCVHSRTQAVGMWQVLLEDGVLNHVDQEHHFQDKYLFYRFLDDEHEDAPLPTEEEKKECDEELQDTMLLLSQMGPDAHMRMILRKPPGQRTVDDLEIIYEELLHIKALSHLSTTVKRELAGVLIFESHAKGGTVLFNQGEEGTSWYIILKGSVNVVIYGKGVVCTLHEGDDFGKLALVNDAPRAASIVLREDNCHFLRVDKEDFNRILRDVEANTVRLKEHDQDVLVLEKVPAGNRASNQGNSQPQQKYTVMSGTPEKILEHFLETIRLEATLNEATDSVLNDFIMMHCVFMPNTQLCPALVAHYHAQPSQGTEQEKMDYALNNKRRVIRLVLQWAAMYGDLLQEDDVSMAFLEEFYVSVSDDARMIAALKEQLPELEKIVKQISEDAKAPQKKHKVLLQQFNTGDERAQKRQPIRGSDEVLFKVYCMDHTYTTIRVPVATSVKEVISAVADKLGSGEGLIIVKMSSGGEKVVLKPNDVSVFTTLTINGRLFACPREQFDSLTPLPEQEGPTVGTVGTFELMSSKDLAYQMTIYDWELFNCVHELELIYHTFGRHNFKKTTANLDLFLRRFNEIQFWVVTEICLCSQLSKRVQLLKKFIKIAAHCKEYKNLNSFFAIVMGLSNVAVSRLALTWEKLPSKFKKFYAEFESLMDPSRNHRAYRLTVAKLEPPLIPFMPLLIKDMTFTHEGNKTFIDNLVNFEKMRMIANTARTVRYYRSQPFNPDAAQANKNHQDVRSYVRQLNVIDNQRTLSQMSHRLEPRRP
# Nrf2 activator: Nrf2 pathway activation; AREc32 ARE-luciferase reporter (MCF7-derived line), luminescence, 24 h; Potency, µM (highest dose often 46.1 µM), inactives show at the highest dose activation, usual class: activators; 410,000 compounds, 0.31% hits; AID 624171; also: potency is read from the fitted curve at half-maximal effect; % of control where 0% means no effect; nearly all actives have a fitted effect of over 65% in size
#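 Reporter line AREc32 (ARE-Fluc), seeded overnight in OPTI-MEM with 5% FBS; compound pin-transferred, 24 hr at 37 deg C, 5% CO2; luminescent read-out.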
# A549 tox: kills or reduces viability of A549 cells in Nrf2 counter-screen | A549 ARE-Fluc cells, CellTiter-Fluor viability, 18-24 h | Potency, µM (titrated, usually from 46 µM), inactives show at the top dose activity change, negative = cytotoxicity, most hits filed as inhibitors | 390,000 compounds, 0.16% hits | AID 504648; also: potency is read from the fitted curve at half-maximal effect; % is scaled to controls: 0 for no effect and ±100 for the full control effect
#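 A549 ARE-Fluc cells in 5% FBS OPTI-MEM, 5000 cells/well, rested 2 h then exposed to compounds in concentration-response for 18-24 h at 37 °C. Viability by CellTiter-Fluor fluorescence (Ex 405/Em 525) after 30 min; luciferase luminescence (BugLite, 15 min, RT) read afterwards.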
# TGFb inhibitor: inhibitors of TGF-b signaling; HepG2 CAGA-GFP TGF-b/SMAD3 reporter, GFP fluorescence, 18 h; TGF-beta stimulated, 500 pg/mL final; Potency, µM (titrated, usually from 46.1 µM), inactives show at the top dose activity, negative = inhibition, actives largely listed as inhibitors; 410,000 compounds, 1.2% hits; AID 588855; also: potency is read from the fitted curve at half-maximal effect; % is scaled to controls: 0 for no effect and ±100 for the full control effect; nearly all actives have a fitted effect of over 65% in size
#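 Smad-responsive CAGA-GFP expression was quantified in HEPG2 cells exposed to compounds and 500 pg/mL final TGF-beta for 18 h at 37 degrees C; unstimulated wells defined full inhibition.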
# EPAC2 ag: agonists of human EPAC2 (RAPGEF4); 360,000 compounds, 0.079% hits; Potency, µM (doses to about 154 µM), without a hit: at the highest dose activation, hits mostly activators; AID 720711; Q8WZA2; EPAC2 activation, biochemical qHTS; response scale: 100% = 6.5 mM cAMP response; also: potency is read from the fitted curve at half-maximal effect; nearly all actives have a fitted effect of over 50% in size
#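 In this primary screen, activation is scored as increased exchange of BODIPY-GDP from Rap1B by 100 nM EPAC2, with 50 uM GDP as competitor. Signal is normalized to the 6.5 mM cAMP agonist control.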
# MmCpn inh: inhibitors of Methanococcus maripaludis chaperonin (MmCpn) | purified Mm-Cpn ATPase, ADP Transcreener TR-FRET | Potency, µM (highest dose often 76.9 µM), for the others: at the top dose activity, negative = inhibition, hits mostly inhibitors | 330,000 compounds, 0.031% hits; also: potency is read from the fitted curve at half-maximal effect; % is scaled to controls: 0 for no effect and ±100 for the full control effect; nearly all actives have a fitted effect of over 80% in size
#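 Inhibition of chaperonin ATP hydrolysis is measured as reduced ADP production, detected by competitive TR-FRET in which signal falls with ADP. Final enzyme 25 nM and ATP 10 uM, reacted 30 min at 37°C.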
# Active calls of the source: *; i = inactive; ? = inconclusive; · = no result given; [ ] = dose if it differs, or a comment. Unless noted, calls follow the shape of the dose curve; as a rule, active = well fitted curve in the direction sought with a large enough effect; inconclusive = small, poorly fitted or top-dose-only effect, or another doubt; inactive = no such curve, though single readings can be large; an effect the other way counts as inactive or inconclusive. The list is partial; rates above refer to the full screens.
1. Cc1cc(C)cc(NC(=O)COC(=O)COc2cccc3c2OC(C)(C)C3)c1
2. Cc1cc(C)cc(NC(=O)C(=O)NCC(c2cccnc2)N2CCOCC2)c1 (centres undefined)
3. c1ccc(-c2nnc(NC3=NCCC3)o2)cc1
4. CCN1CCN(C(=O)c2cc3cc4ccc(OC)cc4nc3s2)CC1
5. CCCCn1c(=O)c2oc3ccccc3c2n(CC(=O)Nc2ccccc2OC)c1=O
6. CC1(C(=O)NCc2ccc3c(c2)OCO3)CCN1C(=O)CC1CCCC1 (centres undefined)
7. COc1cc(NC(=O)c2ccco2)c(C(=O)OCC(=O)c2c[nH]c3ccccc23)cc1OC
8. O=C(COc1cccc(Cl)c1)N/N=C\c1cc2ccccc2nc1Cl

assay / entry	1	2	3	4	5	6	7	8
CCT chaperon mod	-3.9	·	-2.7	-0.6	·	-1.0	-0.2	0.8
Nrf2 block	4%	?	?	0%	3%	·	-11%	5%
Akt phos inh	i	·	i	i	·	i	i	i
EPAC2 antag	-4%	·	-1%	-3%	·	-1%	4%	-3%
Nrf2 activator	0.3%	-0.6%	-1.6%	3.5%	-0.1%	-0.1%	6.6%	-0.1%
A549 tox	-4%	8%	-13%	?	-1%	·	0%	0%
TGFb inhibitor	-17%	-11%	-5%	-5%	11%	1%	?	8%
EPAC2 ag	5%	·	13%	10%	·	3%	-7%	0%
MmCpn inh	1%	·	-1%	-6%	·	·	-9%	-2%

9. CCOC(=O)C1(Cc2cccc(OC)c2)CCN(Cc2ccon2)CC1
10. Cc1c(-n2cc(C(=O)c3cc(Cl)ccc3O)cc(C#N)c2=O)c(=O)n(-c2ccccc2)n1C
11. S=C(NC1CC1)NC1CCCc2ccccc21 (centres undefined)
12. Cc1cn2c(=O)cc(COC(=O)COc3ccc(F)cc3)nc2s1
13. Cc1nn(-c2ccccn2)c2nc(-c3cccs3)cc(C(=O)NCc3ccco3)c12
14. O=C(NCC(=O)N1CCN(c2ncccn2)CC1)c1ccccc1F
15. Cc1cc(Cl)ccc1OCC(=O)NNC(=O)C1CSC2(C)CCC(=O)N12 (centres undefined)
16. COc1ccc(Cc2nnc(N/N=C/c3ccc(O)cc3O)[nH]c2=O)cc1OC

assay / entry	9	10	11	12	13	14	15	16
CCT chaperon mod	0.7	-1.3	0.0	·	-2.0	-4.7	2.0	0.1
Nrf2 block	-14%	16%	4%	?	?	?	7%	?
Akt phos inh	i	i	i	·	i	i	i	i
EPAC2 antag	-7%	-3%	9%	·	-3%	2%	2%	-5%
Nrf2 activator	0.0%	0.5%	-0.1%	1.2%	10%	-0.2%	0.2%	-0.1%
A549 tox	1%	9%	8%	4%	-12%	1%	6%	-15%
TGFb inhibitor	-27%	6%	-26%	-36%	?	-7%	-28%	-19%
EPAC2 ag	12%	4%	5%	·	17%	3%	8%	-7%
MmCpn inh	1%	-3%	-2%	·	-9%	0%	-1%	-3%

17. CC(=O)N1CCN(C(=O)c2ccc(Cl)c(S(=O)(=O)N3CCCC3)c2)CC1
18. COc1cc(C(=O)Nc2ccc(S(=O)(=O)N3CCOCC3)cc2)c([N+](=O)[O-])cc1OC
19. COc1ccccc1N1CCN(S(=O)(=O)c2ccc3c(c2)CC(C)N3C(C)=O)CC1 (centres undefined)
20. c1ccc(-c2nnsc2Sc2ccccn2)cc1
21. CSc1ccc(S(=O)(=O)N2CCN(Cc3ccc4c(c3)OCO4)CC2)cc1
22. CC(C)Oc1ccc(OCCNC2CCCC2)cc1
23. CCOc1ccc(CNC(=O)c2ccc(-c3nc(CS(=O)(=O)c4ccccc4)c(C)o3)cc2)cc1
24. CCOC(=O)C1=CCN(S(=O)(=O)c2ccc(Cl)cc2)C1c1ccc(C)cc1 (centres undefined)

assay / entry	17	18	19	20	21	22	23	24
CCT chaperon mod	0.9	-0.6	-0.5	0.4	-1.6	-6.3	·	1.0
Nrf2 block	-8%	?	-5%	13%	-27%	?	6%	·
Akt phos inh	i	i	i	i	i	i	·	i
EPAC2 antag	-4%	-3%	?	-12%	-19%	2%	·	-11%
Nrf2 activator	4.9%	0.0%	-0.5%	6.4%	-1.7%	0.5%	4.1%	7.1%
A549 tox	11%	-2%	0%	-1%	7%	-1%	-1%	·
TGFb inhibitor	41%[activator]	-8%	-23%	-5%	-8%	15%	-5%	-26%
EPAC2 ag	6%	2%	14%	8%	11%	4%	·	25%
MmCpn inh	2%	-13%	0%	-9%	0%	-3%	·	·

25. Cn1c(SCc2ccc(Br)cc2)nnc1-c1ccccn1
26. CC(=O)OCCOCn1cnn2c(=O)c(Br)c(C)nc12
27. CCOCCCNc1ncnc2onc(C)c12
28. CCc1ccc(-n2c(=O)c3cccnc3n2CC(=O)NCc2ccccc2)cc1
29. Cn1c(CNC(=O)c2ccccc2F)cc2ccccc21
30. COc1ccccc1CNC(=O)CSc1nc2c(oc3ccccc32)c(=O)n1CC1CCCO1 (centres undefined)
31. Cc1onc(-c2ccccc2)c1C(=O)NCCc1ccncc1
32. Cc1ccc(NC(=O)COC(=O)c2cccnc2)cc1

assay / entry	25	26	27	28	29	30	31	32
CCT chaperon mod	-0.5	0.9	·	·	-1.5	-1.0	0.4	2.2
Nrf2 block	2%	-8%	24%	11%	2%	3%	28%	0%
Akt phos inh	i	i	·	·	i	i	i	i
EPAC2 antag	-8%	4%	·	·	0%	8%	2%	0%
Nrf2 activator	-1.0%	-0.3%	-0.4%	5.1%	4.1%	-0.8%	-0.4%	0.3%
A549 tox	10%	0%	-4%	4%	0%	-9%	4%	8%
TGFb inhibitor	0%	7%	7%	?	4%	-24%	5%	2%
EPAC2 ag	5%	-1%	·	·	8%	-4%	10%	6%
MmCpn inh	0%	1%	·	·	0%	-1%	-1%	6%

# Three compounds drawn at random from those above, as already listed:
25. Cn1c(SCc2ccc(Br)cc2)nnc1-c1ccccn1
27. CCOCCCNc1ncnc2onc(C)c12
30. COc1ccccc1CNC(=O)CSc1nc2c(oc3ccccc32)c(=O)n1CC1CCCO1 (centres undefined)

assay / entry	25	27	30
CCT chaperon mod	-0.5	·	-1.0
Nrf2 block	2%	24%	3%
Akt phos inh	i	·	i
EPAC2 antag	-8%	·	8%
Nrf2 activator	-1.0%	-0.4%	-0.8%
A549 tox	10%	-4%	-9%
TGFb inhibitor	0%	7%	-24%
EPAC2 ag	5%	·	-4%
MmCpn inh	0%	·	-1%

# Carrying on.
33. Cc1nccc(-c2cccc(NC(=O)c3ccccc3Cl)c2)n1
34. Cc1cc(C)nc(NCC(O)COc2ccccc2C)n1 (centres undefined)
35. COc1ccc(CNC(=O)CCS(=O)(=O)Cc2ccc(C)cc2)c(OC)c1
36. Cc1ccc(S(=O)(=O)CCC(=O)N2CCN(c3ccc([N+](=O)[O-])cc3)CC2)cc1
37. CC(C)c1cccc(-c2csc(C(O)c3cccc(Cl)c3)n2)c1 (centres undefined)
38. CC(=O)Nc1ccc(SCCCC(=O)c2ccccc2)cc1
39. Cc1ccc(CCNC(=O)c2c3c(nc4ccccc24)C(=O)N(C2CCCCC2)C3)cc1
40. CCOc1nc2ccccc2cc1/C=C/C(=O)O

assay / entry	33	34	35	36	37	38	39	40
CCT chaperon mod	-1.3	-3.3	1.2	-2.4	-1.1	2.1	·	3.1
Nrf2 block	?	-22%	2%	21µM*	·	2%	-21%	-21%
Akt phos inh	i	i	i	·	i	i	·	i
EPAC2 antag	-7%	-2%	-2%	0%	-12%	-15%	·	1%
Nrf2 activator	4.4%	-0.2%	-0.5%	1.7%	2.5%	5.3%	6.5%	0.2%
A549 tox	18%	-6%	-3%	-5%	·	0%	?	-1%
TGFb inhibitor	-23%	-2%	-8%	-7%	?	2%	?	0%
EPAC2 ag	14%	2%	-2%	12%	5%	5%	·	0%
MmCpn inh	2%	1%	1%	0%	·	-1%	·	-1%

41. CCN(CC)C(=O)C1=C(C)N(CCCOC)C(=O)C(CC(=O)NC2CCCC2)C1 (centres undefined)
42. O=C(c1ccc(-c2ccccc2Cl)o1)N1CCCCCCC1
43. CCN(CC)C(=O)C(=O)Nc1cc(C(F)(F)F)ccc1Cl
44. COc1cc(OC)cc(-c2nnc(SCc3cccnc3)o2)c1
45. COc1ccccc1/C=C\C=N\n1c(-c2ccc(Cl)cc2Cl)n[nH]c1=S
46. CC1(c2ccc(OC(F)F)cc2)NC(=O)N(CC(=O)Nc2cccc(F)c2)C1=O (centres undefined)
47. COc1ccc(NC(=O)C(=O)NNC(=O)COc2ccc(Cl)cc2)c(OC)c1
48. Cc1c(NC(=O)CSc2nnc(-c3ccccc3F)o2)c(=O)n(-c2ccccc2)n1C
49. O=C(CN1CCCCCC1)Nc1c(Cl)cc(Cl)cc1Cl
50. COc1cccc(Oc2ccc(C(F)(F)F)cc2N)c1
51. C=C(C)c1cccc(C(C)(C)NC(=O)Nc2ccccc2OCC)c1

assay / entry	41	42	43	44	45	46	47	48	49	50	51
CCT chaperon mod	-1.2	-0.9	1.0	-1.5	0.7	-3.7	-4.5	-1.7	-3.7	-1.2	0.0
Nrf2 block	·	-4%	13%	5%	10%	-14%	?	·	12%	-24%	-6%
Akt phos inh	i	i	i	i	i	i	i	i	i	i	i
EPAC2 antag	1%	?	-3%	1%	9%	-6%	-3%	17%	2%	-22%	10%
Nrf2 activator	0.0%	6.1%	3.1%	7.6%	0.1%	4.3%	0.0%	-0.4%	4.5%	4.8%	0.0%
A549 tox	·	-1%	7%	5%	-2%	5%	-8%	·	12%	-15%	5%
TGFb inhibitor	1%	?	-3%	0%	-4%	-18%	3%	5%	?	0%	1%
EPAC2 ag	5%	-8%	9%	-5%	11%	3%	10%	0%	14%	-4%	-5%
MmCpn inh	·	·	0%	-2%	1%	0%	3%	·	0%	-4%	2%
